Assay outcomes: PubChem BioAssay, National Center for Advancing Translational Sciences (NCATS)
D1 antag – antagonists of human D1 dopamine receptor. activity change, negative = inhibition, % at 10 µM. AID 504652. 3.2% of 360,000 active. HEK293 TREx D1 cells, calcium flux, dopamine EC80; hits give low values. P21728; in the data active means activity change below about -30%; further: on the % scale 0 is the no-effect control and ±100 the full control effect
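Tetracycline-induced HEK293 Trex D1 cells, force-coupled to calcium, dye-loaded; compounds added and read 180 s, then EC80 dopamine added and calcium flux tracked kinetically another 180 s.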
LDHA inh – blocks human lactate dehydrogenase A; P00338; 0.15% of 480,000 active; purified LDHA, NADH/diaphorase-resazurin fluorescence; hits give low values; activity change, % (values are at about 110 or 230 µM); AID 1347041; in the data active means activity change below about -30%; inconclusive means mostly about -25% to -30%;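 further: plate controls were DMSO wells for no effect and wells without enzyme for full effect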
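Remaining NADH was detected by diaphorase (0.133 mg/mL) converting 37 µM resazurin to fluorescent resorufin, read at 0 and 20 minutes. The preceding 5-minute room-temperature reaction used 2 nM LDHA, 0.2 mM sodium pyruvate and 0.06 mM NADH at pH 7.4.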
Vif-APOBEC3G blk – blocks the Vif interaction with human APOBEC3G. Q9HC16. HeLa A3G-eYFP + Vif (tagged APOBEC3G with the HIV-1 protein that degrades it), YFP fluorescence, overnight. Potency, µM (series often up to 46.1 µM), without a hit: at the highest dose activity, negative = active, usual class: inhibitors. 0.076% of 410,000 active;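 further: potency means the concentration at half of the fitted maximal effect; on the % scale 0 is the no-effect control and ±100 the full control effect; nearly all actives have a fitted effect of over 60% in size; hits raise eYFP signal because A3G escapes Vif-driven loss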
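Read-out is eYFP fluorescence (Ex 488/Em 500-530) from Vif-expressing HeLa A3G-eYFP cells; more signal means A3G escaped Vif-mediated degradation. Cells plated overnight, compound pinned in, incubated overnight at 37 deg C.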
RXFP1 ag – RXFP1 (human) receptor agonism. Q9HBX9. HEK293T-RXFP1 cAMP TR-FRET, 30 min; response scale: percent of porcine relaxin response, buffer zero. Potency, µM (highest dose often 57.5 µM), without a hit: top-dose activation, most hits filed as activators. 0.3% of 370,000 active; further: potency means the concentration at half of the fitted maximal effect; on the % scale 0 is the no-effect control and ±100 the full control effect; nearly all actives have a fitted effect of over 60% in size; many of its hits are not listed in these tables
Target sequence (Q9HBX9 whole entry, looked up): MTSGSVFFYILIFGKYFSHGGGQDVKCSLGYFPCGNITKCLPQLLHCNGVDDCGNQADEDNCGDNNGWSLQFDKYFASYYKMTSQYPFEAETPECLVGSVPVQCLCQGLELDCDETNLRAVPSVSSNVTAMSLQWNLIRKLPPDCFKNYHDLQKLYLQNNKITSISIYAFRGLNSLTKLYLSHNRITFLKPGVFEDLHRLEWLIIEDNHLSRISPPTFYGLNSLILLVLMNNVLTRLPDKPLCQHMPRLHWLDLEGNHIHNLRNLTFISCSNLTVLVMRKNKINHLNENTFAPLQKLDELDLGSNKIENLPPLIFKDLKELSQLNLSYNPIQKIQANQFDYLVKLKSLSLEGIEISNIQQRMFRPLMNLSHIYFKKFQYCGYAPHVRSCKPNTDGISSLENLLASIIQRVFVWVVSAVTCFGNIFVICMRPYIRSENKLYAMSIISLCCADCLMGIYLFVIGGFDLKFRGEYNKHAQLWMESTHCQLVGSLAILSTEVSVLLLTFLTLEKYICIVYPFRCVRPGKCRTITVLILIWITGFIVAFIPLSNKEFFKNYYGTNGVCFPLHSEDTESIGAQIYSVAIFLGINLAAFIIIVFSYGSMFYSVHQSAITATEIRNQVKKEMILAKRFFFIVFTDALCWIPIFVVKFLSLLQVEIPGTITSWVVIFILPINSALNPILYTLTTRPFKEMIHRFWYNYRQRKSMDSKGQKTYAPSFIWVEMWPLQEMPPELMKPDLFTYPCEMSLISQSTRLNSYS
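HEK293 cells stably expressing RXFP1, treated 30 min at 37C with compounds plus PDE4 inhibitor Ro 20174; cAMP measured by HTRF TR-FRET. Normalized to buffer and 29 nM porcine relaxin; EC50 by Hill fit.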
Glioma ERSR ind – inducers of ER stress response in human glioma cells; Potency, µM, without a hit: at the top dose activation, hits mostly activators; AID 602332; U87-MG GRP78 promoter luciferase reporter, 16 h; 0.02% of 420,000 active; further: potency means the concentration at half of the fitted maximal effect; series mostly up to about 76 µM; % of control where 0% means no effect; nearly all actives have a fitted effect of over 35% in size
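ERSR induction read as luciferase luminescence (Bright-Glo, 10 min at room temperature) in stably transfected human U87-MG glioma cells exposed to compounds for 16 h, using GRP78 as sensor.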
Vif-APOBEC3F blk – inhibitors of Vif-A3F interaction | HeLa A3F-eYFP + Vif (tagged APOBEC3F with the HIV-1 protein that degrades it), YFP fluorescence increase | Potency, µM (doses to about 46.1 µM), inactives show at the top dose activity, negative = active | 0.2% of 390,000 active; further: potency means the concentration at half of the fitted maximal effect; % of control where 0% means no effect; nearly all actives have a fitted effect of over 65% in size
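HeLa cells stably expressing A3F-eYFP plus Vif, plated and incubated overnight at 37 deg C, then exposed to compounds overnight at 37 deg C. Blocked degradation read as raised yellow fluorescence (Ex 488/Em 500-530).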
D1 potentiator – potentiators of human D1 dopamine receptor; P21728; HEK293 TREx D1 cells, calcium flux, dopamine EC20 potentiation; potentiation, % at 10 µM; 0.036% of 360,000 active; in the data active means potentiation above about 30%; further: 0% is about no effect
D1 agonist – agonists of human D1 dopamine receptor. P21728. HEK293 T-REx D1 cells, calcium flux, agonist mode. activation, % at 2 µM. 1% of 360,000 active; in the data active means activation above about 30%; further: 0% is about no effect
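Tetracycline-induced HEK293 TREx D1 cells, force-coupled to calcium signalling, were dye-loaded with a no-wash calcium kit. Compound was pin-added after a 10 s baseline. Fluorescence was read kinetically at 1 cycle/s for 180 s, with calcium rises flagged as agonism.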
D2 PAM – positive allosteric modulators of human D2 dopamine receptor; HEK293 T-REx D2, calcium flux, EC20 dopamine potentiation; potentiation, % at 10 µM; P14416; 0.34% of 340,000 active;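 active means potentiation over 3 SD above the plate norm, cut at about 30% in these data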; further: 0% is about no effect
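Potentiation of an EC20 dopamine calcium response measured kinetically over 180 s, after a preceding 180 s compound-only read flagging agonists. Cells: inducible Hek293 Trex D2 line, 4000/well, cultured overnight at 30 C before dye loading.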
Starred values were filed as active, the others as inactive; ? = inconclusive; / = not tested or not shown; & = joins results of further samples. Unless noted, the call rests on the fitted dose curve; in most records, active means well fitted curve in the direction sought with a large enough effect; inconclusive means small, poorly fitted or top-dose-only effect, or another doubt; inactive means no such curve, though single readings can be large; an effect the other way counts as inactive or inconclusive. A portion of the library. The share of hits here may be higher or lower than overall.

[1] CCCNC(=O)CSc1nnc(NC(=O)C2CC(=O)N(c3ccccc3OC)C2)s1 (centres undefined)
[2] N/C(=N\OC(=O)Nc1ccc(Cl)cc1)c1ncc(C(F)(F)F)cc1Cl
[3] CC(C)CC(NC(=O)C(NC(=O)OC(C)(C)C)C(C)C)C(=O)NC(CCC(=O)OCc1ccccc1)C(N)=O (centres undefined)
[4] Cc1ccccc1CN1C[C@H]2CON(C)[C@H]2C[C@H]1c1cccc(Br)c1
[5] COc1ccc(C(=O)c2cc([N+](=O)[O-])ccc2N2CCOCC2)cc1
[6] COc1cccc(N/C(C)=C/C(=O)c2ccc(Br)cc2)c1
[7] Cc1ccc(S(=O)(=O)NCC(c2ccc(N(C)C)cc2)N2CCOCC2)cc1 (centres undefined)
[8] COc1cc(/C=N/NC(=O)COc2ccc(C)cc2)ccc1OC(=O)c1cccs1
[9] COc1cc(CNCC(C)C)cc(Br)c1OCC(=O)Nc1ccccc1
[10] C=C(C)C1CC=C(C)/C(=N/NC(=O)c2ccc(NC(=O)CCC)cc2)C1 (centres undefined)
entry no.	1	2	3	4	5	6	7	8	9	10
Vif-APOBEC3G blk	1%	1%	0%	1%	-58%	2%	4%	-7%	-4%	-3%
D1 agonist	/	3	2	/	2	1	1	2	16	4
RXFP1 ag	/	1.3%	4.2%	/	5.7%	3.1%	3.9%	4.6%	2.4%	1.6%
D2 PAM	/	2	8	/	-1	-11	6	-3	-15	0
LDHA inh	0	1	-9	2	-1	4	0	-2	0	-18
D1 antag	/	-24	-14	/	-8	-15	3	-13	-24	14
D1 potentiator	/	-3	0	/	-1	-5	2	-1	-14	1
Glioma ERSR ind	-3%	7%	-4%	-6%	-4%	6%	-4%	4%	-5%	-4%
Vif-APOBEC3F blk	-3%	-28%	/	-10%	-13%	1%	-2%	12%	0%	3%

Complete entries, quoted from the list. Order of values: Vif-APOBEC3G blk	D1 agonist	RXFP1 ag	D2 PAM	LDHA inh	D1 antag	D1 potentiator	Glioma ERSR ind	Vif-APOBEC3F blk
COc1cccc(N/C(C)=C/C(=O)c2ccc(Br)cc2)c1 is entered as 2%	1	3.1%	-11	4	-15	-5	6%	1%
COc1cc(CNCC(C)C)cc(Br)c1OCC(=O)Nc1ccccc1 is entered as -4%	16	2.4%	-15	0	-24	-14	-5%	0%
Cc1ccc(S(=O)(=O)NCC(c2ccc(N(C)C)cc2)N2CCOCC2)cc1 (centres undefined) is entered as 4%	1	3.9%	6	0	3	2	-4%	-2%

(further entries)
[11] O=C(O)c1ccc(NCc2ccc(Br)cc2)cc1
[12] N#Cc1ccccc1OCC(=O)NCC(c1ccc(F)cc1)N1CCOCC1 (centres undefined)
[13] CCC(Sc1nc(-c2ccccc2)c(C#N)c(=O)[nH]1)C(=O)Nc1nnc(C)s1 (centres undefined)
[14] O=C(NNS(=O)(=O)c1cc(Cl)cc(Cl)c1)c1sccc1-n1cccc1
[15] Cc1ccc([C@H]2N[C@]3(CCCN(CC4CCCCC4)C3=O)[C@H]3C(=O)N(C)C(=O)[C@@H]23)cc1
[16] Cc1cc(C)n2nnnc2n1
[17] COc1ccc2c(c1)NC(c1ccc(N(C)C)cc1)c1cccn1-2 (centres undefined)
[18] Cc1cc(=O)n2c(C(=O)Nc3ccc(C)c(C)c3)c(C(=O)Nc3ccccc3)sc2n1
[19] Cc1ccc(C)c(CSc2nc3ccncc3n2Cc2nc(-c3ccccc3Cl)oc2C)c1
[20] CCOC(=O)c1cc(-c2ccccc2)n(-c2cccc(C(=O)Nc3cc(OC)cc(OC)c3)c2)c1C
entry no.	11	12	13	14	15	16	17	18	19	20
Vif-APOBEC3G blk	2%	2%	-7%	-7%	2%	1%	-21%	?	2%	1%
D1 agonist	2	2	3	/	/	0	8	2&1	8	9
RXFP1 ag	-0.6%	-1.1%	?	-0.7%	/	1.6%	17%	4.4%&2.6%	8.5%	-1.4%
D2 PAM	21	8	3	/	/	-7	3	-20&-26	-1	7
LDHA inh	-9	-1	3	7	-1	-8	3	-2&-8	-14	-7
D1 antag	-3	9	6	/	/	-17	-15	-17&20	14	-25
D1 potentiator	7	-4	-1	/	/	3	3	-8&4	0	-5
Glioma ERSR ind	-2%	-3%	-4%	-3%	4%	-2%	4%	9%&4%	-5%	-4%
Vif-APOBEC3F blk	1%	-1%	0%	1%	-3%	2%	-26%	?	6%	-2%

[21] Cc1ccc(F)cc1NC(=O)C1CCN(c2cnccn2)CC1
[22] O=C(Nc1cccc(Cl)c1)N1CCN(Cc2ccccc2)CC1
[23] CCCn1nc2cc(C(=O)NCCCCc3ccccc3)ccc2c1OCC
[24] CC(NC(=O)[C@H](NC(=O)[C@@H]1Cc2ccccc2CN1)c1ccccc1)c1ccccc1 (some centres undefined)
[25] O=S(=O)(c1ccccc1)N(C1=NCCS1)S(=O)(=O)c1ccccc1
[26] O=c1ccc(OCCOc2ccccc2)nn1-c1ccccc1
[27] COc1ccccc1C(=O)N/C(=C/c1cccc([N+](=O)[O-])c1)C(=O)Nc1cccc(C(=O)O)c1
[28] O=C(CC(CC(=O)c1ccc(Cl)cc1)c1ccccc1C(=O)O)c1ccc(Cl)cc1
[29] CC(=O)Nc1ccc(C(F)(F)F)cc1Cl
[30] COC(=O)Nc1ccc(S(=O)(=O)NNC(=O)c2c(O)c3ccccc3[nH]c2=O)cc1
entry no.	21	22	23	24	25	26	27	28	29	30
Vif-APOBEC3G blk	-3%	2%	-10%	0%	2%	-2%	-1%	-2%	-4%	-27%
D1 agonist	2	-1	-1	9	0	3	-2	0	1	1
RXFP1 ag	2.3%	-0.2%	-1.2%	1.3%	0.1%	6.0%	-0.3%	-0.9%	-0.3%	5.0%
D2 PAM	1	-3	-7	8	-1	-2	6	-2	5	2
LDHA inh	-11	-7	0	-6	-7	-8	-19	0	0	-4
D1 antag	2	9	-13	-5	5	-3	-4	-6	-2	-8
D1 potentiator	-3	-4	-9	1	-1	-5	1	-6	-5	3
Glioma ERSR ind	0%	8%	-2%	-1%	-3%	-4%	0%	-1%	-6%	-5%
Vif-APOBEC3F blk	-7%	-10%	1%	2%	-10%	-9%	?	-5%	?	?

[31] CC12CCC(C(=O)NCc3ccc4c(c3)OCO4)(CC1=O)C2(C)C (centres undefined)
[32] Cc1cc(C)nc(NS(=O)(=O)c2ccc(NC(=O)C3COc4ccccc4O3)cc2)n1 (centres undefined)
[33] Cc1cc(=O)n2c3c(cccc13)CCC2
[34] CCOC(=O)COc1cccc2c(=O)n(CC(=O)N3CCc4ccccc43)ccc12
[35] CCCCCCc1nc(C(N)=O)c2[nH]c(=O)n(-c3ccc(OC)cc3OC)c2n1
[36] CC12CCC(C(=O)N(c3ccccc3Cl)C1=O)C2(C)C (centres undefined)
[37] Cc1cc(NC(=O)Nc2nnc(N3CCCCC3)s2)ccc1Br
[38] CNS(=O)(=O)c1cccc(C(=O)OCC(=O)N2CCc3ccccc3C2)c1
[39] Cn1c(=O)c2[nH]c(CCCCCCCCc3nc4ccccc4[nH]3)nc2n(C)c1=O
[40] Cc1[nH]n(-c2cccc(Cl)c2)c(=O)c1C=NC12CN3CN(CN(C3)C1)C2
entry no.	31	32	33	34	35	36	37	38	39	40
Vif-APOBEC3G blk	1%	-15%	1%	-2%	2%	1%	-1%	1%	0%	1%
D1 agonist	0	5	0	2	4	2	-1	0	/	0
RXFP1 ag	1.5%	-0.8%	1.7%	26%	-1.5%	6.1%	-3.5%	0.4%	/	-1.1%
D2 PAM	-15	4	-3	/	6	-1	-1	-6	/	2
LDHA inh	5	-6	2	-4	-6	4	-4	-4	-2	-3
D1 antag	-8	-60*	6	-3	22	6	6	-1	/	-4
D1 potentiator	-3	-2	1	-4	13	-2	4	-4	/	-1
Glioma ERSR ind	4%	-2%	-2%	0%	-7%	4%	-1%	1%	-3%	0%
Vif-APOBEC3F blk	5%	-13%	-1%	7%	-8%	-14%	1%	-4%	-4%	-1%

[41] COC(=O)c1ccc(S(=O)(=O)N(Cc2cc3cc4c(cc3[nH]c2=O)OCO4)C2CCCCC2)cc1
[42] Cc1nc2ccc(S(=O)(=O)NCC(=O)Nc3ccc(C)c(Cl)c3)cc2s1
[43] CN1CCN(S(=O)(=O)c2ccc(C(=O)NC3CCCCC3)cc2)CC1
[44] Cc1ccccc1NC(=O)/C(=C\c1cccs1)NC(=O)c1ccccc1
[45] CN(C(=O)CCN1CCCO1)C1CCCN(Cc2ccccc2F)C1 (centres undefined)
[46] CCC(=O)Nc1nc(OC)cc(OC)n1
[47] CN(Cc1ccccc1)C(=O)c1nc(-c2ccc(Cl)cc2)n2c1CCCCC2
entry no.	41	42	43	44	45	46	47
Vif-APOBEC3G blk	/	/	3%	1%	0%	0%	1%
D1 agonist	2	0	/	3	0	3	2
RXFP1 ag	3.1%	-3.0%	/	1.2%	0.1%	1.3%	0.7%
D2 PAM	-12	10	/	-12	7	-16	-12
LDHA inh	/	-10	-8	-6	0	-9	-8
D1 antag	4	-29	/	-7	17	1	-11
D1 potentiator	3	-2	/	-3	-3	-8	7
Glioma ERSR ind	/	/	-6%	-3%	-5%	1%	5%
Vif-APOBEC3F blk	/	/	15%	/	7%	1%	1%
